TrxR1 substrate: qHTS Assay for Substrates of Mammalian Selenoprotein Thioredoxin Reductase 1 (TrxR1): qHTS; Thioredoxin reductase 1, cytoplasmic (Rattus norvegicus), O89049; purified TrxR1 substrate turnover, NADPH consumption readout; 390,000 tested, 0.01% active; Potency, µM (top dose mostly 114 µM), for inactives: top-dose activity change, negative = substrate turnover; further: potency means the concentration at half of the fitted maximal effect; on the % scale 0 is the no-effect control and ±100 the full control effect; nearly all actives have a fitted effect of over 50% in size
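Rat TrxR1, dispensed at 90 nM, was prereduced with 400 uM NADPH (final) for 5 min at ~22 deg C, then incubated with compound 15 min before 400 uM selenite. A first-read NADPH fluorescence drop versus no-compound background flagged substrates.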
TrxR1 inh: qHTS Assay for Inhibitors of Mammalian Selenoprotein Thioredoxin Reductase 1 (TrxR1): qHTS; Thioredoxin reductase 1, cytoplasmic (Rattus norvegicus), O89049; recombinant rTrxR1, NADPH fluorescence consumption, selenite substrate; Potency, µM (series often up to 114 µM), without a hit: at the highest dose activity change, negative = inhibition, actives largely listed as inhibitors; 390,000 tested, 1% active; AID 588453, 2011; further: potency means the concentration at half of the fitted maximal effect; on the % scale 0 is the no-effect control and ±100 the full control effect; nearly all actives have a fitted effect of over 65% in size
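Rat TrxR1 (90 nM in the dispensed reagent) was pre-reduced with 400 uM NADPH for 5 min at room temperature, then incubated with compound for 15 min. After 400 uM selenite was added, NADPH fluorescence (Ex 340/Em 450 nm) was followed for 8 min.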
PI4K2A inh: qHTS for small molecular inhibitors of PI4K2A. Phosphatidylinositol 4-kinase type 2-alpha (Homo sapiens), Q9BTU6. activity change, negative = inhibition, % at 76.9 µM. purified PI4K2A, ADP-Glo luminescence, 1 h; stronger effect = lower value. 420,000 tested, 0.13% active; in the data active means activity change below about -50%; inconclusive means mostly about -30% to -49%;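 further: -100% = wells without enzyme as full effect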
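In this quantitative HTS, ADP production by PI4K2A was quantified luminescently after 1 h at ambient temperature; 100 microM adenosine served as plate-quality control.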
Tb PGK inh: qHTS Assay to Find Inhibitors of Phosphoglycerate Kinase. Phosphoglycerate kinase, glycosomal (Trypanosoma brucei brucei), P07378. Potency, µM (top dose mostly 57.5 µM), inactives show at the highest dose activity change, negative = inhibition, usual class: inhibitors. AID 602233, 2012. 380,000 tested, 0.043% active. PGK/GAPDH coupled, Kinase-Glo luminescence, 60 min; further: potency means the concentration at half of the fitted maximal effect; on the % scale 0 is the no-effect control and ±100 the full control effect; nearly all actives have a fitted effect of over 60% in size
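Luminescent ATP detection (Kinase-Glo Plus) follows a 60-minute room-temperature incubation, with wells lacking PGK as controls. Buffer: 100 mM TEA (pH 7.6), 5 mM MgCl2, 0.01% Tween-20. Coupling enzyme GAPDH (100 nM final) supplies unstable 1,3-BPG in-well.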
mIDH1 inhibitor: qHTS for Inhibitors of mutant isocitrate dehydrogenase 1 (IDH1): qHTS | IDH1-R132H enzyme, NADPH consumption, diaphorase/resazurin fluorescence | Potency, µM (highest dose often 76.6 µM), without a hit: at the top dose activity change, negative = inhibition, hits mostly inhibitors | 390,000 tested, 0.093% active | AID 602179, 2012; further: potency means the concentration at half of the fitted maximal effect; on the % scale 0 is the no-effect control and ±100 the full control effect; nearly all actives have a fitted effect of over 65% in size
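IDH1-R132H (0.5 ug/mL dispensed) in pH 7.5 Tris buffer was preincubated 30 min with compound, then given a substrate mix of 0.016 mM NADPH and 2 mM alpha-KG for 80 min at room temperature; remaining NADPH was read by diaphorase/resazurin fluorescence.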
USP1 inh: Inhibitors of USP1/UAF1: Primary Screen | recombinant USP1/UAF1, Ub-Rhodamine cleavage fluorescence | 390,000 tested, 0.23% active | Ubiquitin carboxyl-terminal hydrolase 1 (Homo sapiens), O94782 | Potency, µM (top dose mostly 57.1 µM), without a hit: top-dose activity change, negative = inhibition, hits mostly inhibitors; further: potency means the concentration at half of the fitted maximal effect; on the % scale 0 is the no-effect control and ±100 the full control effect; nearly all actives have a fitted effect of over 60% in size; inactives centre near -12
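High-throughput fluorogenic screen: 1nM USP1/UAF1 complex, Ub-Rho substrate 150nM final, 50mM HEPES pH 7.8 with 0.5mM EDTA, 0.1 mg/ml BSA, 1mM TCEP and 0.01% Tween-20.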
GLS inh: qHTS for Inhibitors of Glutaminase (GLS); Glutaminase kidney isoform, mitochondrial (Homo sapiens), O94925; GLS enzymatic activity, qHTS titration; Potency, µM (top dose mostly 45.5 µM), without a hit: top-dose activity change, negative = inhibition, usual class: inhibitors; 410,000 tested, 0.21% active; further: potency means the concentration at half of the fitted maximal effect; on the % scale 0 is the no-effect control and ±100 the full control effect
Target sequence (O94925 whole entry, looked up, canonical isoform): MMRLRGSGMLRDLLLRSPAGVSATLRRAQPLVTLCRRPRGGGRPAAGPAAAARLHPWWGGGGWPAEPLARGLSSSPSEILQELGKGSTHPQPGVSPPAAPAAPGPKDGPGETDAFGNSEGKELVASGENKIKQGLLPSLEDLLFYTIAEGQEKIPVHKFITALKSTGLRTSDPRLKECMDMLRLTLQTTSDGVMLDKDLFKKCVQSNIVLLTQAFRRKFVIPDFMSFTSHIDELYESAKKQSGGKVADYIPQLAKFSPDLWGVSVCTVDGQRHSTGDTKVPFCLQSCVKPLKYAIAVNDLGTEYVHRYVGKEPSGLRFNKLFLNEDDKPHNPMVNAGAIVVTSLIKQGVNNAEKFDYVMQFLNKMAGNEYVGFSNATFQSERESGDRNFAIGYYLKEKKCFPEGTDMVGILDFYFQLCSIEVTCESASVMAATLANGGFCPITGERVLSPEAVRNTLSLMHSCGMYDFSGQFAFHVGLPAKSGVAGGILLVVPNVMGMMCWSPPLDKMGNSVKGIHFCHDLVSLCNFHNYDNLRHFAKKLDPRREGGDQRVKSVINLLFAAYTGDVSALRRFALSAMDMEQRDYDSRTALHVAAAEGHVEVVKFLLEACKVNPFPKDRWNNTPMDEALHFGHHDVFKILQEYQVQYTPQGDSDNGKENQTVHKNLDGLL
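Glutamate formation by hKGA was monitored fluorometrically using coupled glutamate oxidase, HRP and Amplex Red. Substrate was added as 1 mM L-glutamine solution; incubation was 30 min at RT after an initial read.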
HP1b chromo inh: HTS for Inhibitors of HP1-beta Chromodomain Interactions with Methylated Histone Tails; AlphaScreen HP1-beta / biotin-H3K9me3 peptide binding; 390,000 tested, 0.56% active; Potency, µM (top dose mostly 114 µM), without a hit: at the top dose activity change, negative = inhibition, most hits filed as inhibitors; further: potency means the concentration at half of the fitted maximal effect; nearly all actives have a fitted effect of over 70% in size; inactives centre near 23
Target sequence (P83916 whole entry, looked up): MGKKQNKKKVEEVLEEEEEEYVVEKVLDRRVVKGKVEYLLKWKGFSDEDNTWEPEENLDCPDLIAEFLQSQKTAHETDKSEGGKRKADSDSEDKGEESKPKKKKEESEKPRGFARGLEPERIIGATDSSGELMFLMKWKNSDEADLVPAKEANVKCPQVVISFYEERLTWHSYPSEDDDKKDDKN
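AlphaScreen: HP1-beta (50 nM) preformed 30 min with biotin-H3(1-18)K9me3 peptide (50 nM) in PBS pH 7.4, 0.01% Tween-20. Compound added for 30 min at RT, then streptavidin donor/nickel chelate acceptor beads (10 ug/mL) for 30 min.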
Pin1 inh: qHTS Assay to Find Inhibitors of Pin1. Potency, µM (top dose mostly 115 µM), for the others: top-dose activity, negative = inhibition, actives largely listed as inhibitors. Peptidyl-prolyl cis-trans isomerase NIMA-interacting 1 (Homo sapiens), Q13526. Pin1 FP peptide displacement, HiFluor488, 10 min. 390,000 tested, 0.009% active; active means well fitted inhibition curve with a large enough effect in the polarisation, with a control signal flat, not every such curve was filed as active; inconclusive means small, poorly fitted or top-dose-only effect, or effect the other way, or a change in a side signal; inactive means no such curve, though single readings can be large or run the other way; the % refers to the polarisation; further: potency means the concentration at half of the fitted maximal effect; on the % scale 0 is the no-effect control and ±100 the full control effect
Target sequence (Q13526 whole entry, looked up): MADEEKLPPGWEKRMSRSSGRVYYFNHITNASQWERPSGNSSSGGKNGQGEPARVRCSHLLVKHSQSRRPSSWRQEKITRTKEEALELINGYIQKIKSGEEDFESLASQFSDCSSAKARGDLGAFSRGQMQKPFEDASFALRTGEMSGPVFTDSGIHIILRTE
* marks the source's active call; other numbers are inactive results; i = inactive; ? = inconclusive; · = not tested or not shown; & = joins results of further samples; [ ] = dose if it differs, or a comment. Unless noted, the call rests on the fitted dose curve; in most records, active means well fitted curve in the direction sought with a large enough effect; inconclusive means small, poorly fitted or top-dose-only effect, or another doubt; inactive means no such curve, though single readings can be large; an effect the other way counts as inactive or inconclusive.

TrxR1 substrate,TrxR1 inh,PI4K2A inh,Tb PGK inh,mIDH1 inhibitor,USP1 inh,GLS inh,HP1b chromo inh,Pin1 inh,SMILES
1%,5%,0,-2%,0%,-14%,3%,30%,1%,O=C(N/N=C/c1ccccc1O)/C(=C/c1ccccc1)CCO
5%,22%,-2,i,12%,-16%,4%,7%,-8%,C=CCNC(=O)COC(=O)CCC(=O)c1cccs1
3%,12%,-7,6%,1%,-4%,26%,23%,0%,COc1ccc([C@H]2Cc3cc(O)cc(O)c3C(=O)O2)cc1O
2%,2%,56,i,1%,-4%,1%,31%[activator],0%,CCOC(=O)CSc1n[nH]c(NC(=O)c2cccc(C)c2)n1
5%,16%,-4,-1%,11%,-19%,-4%,61%[activator],-1%,COc1ccccc1NC(=O)Nc1ccncc1
-8%&-5%,3%&7%,3&-1,-3%&-10%,-9%&9%,-15%&-13%,-4%&-9%,40%&38%[activator],9%&6%,COc1ccc(C)cc1NC(=O)CN1C(=O)COc2ccc(S(=O)(=O)N3CCC(C)CC3)cc21
8%[57.1 µM],7%[57.1 µM],1,-6%,1%,-13%,-10%,25%,-4%,CCc1nnc(NC(=O)CCC(=O)NCc2ccc(OC)cc2)s1
11%[57.1 µM],22%[57.1 µM],-1,-3%,17%,0%,-23%,38%,-2%,O=C(CSc1ccc(Cl)cc1)N/N=C/c1cccnc1
6%[57.1 µM],7%[11.4 µM],0,2%,2%,-10%,9%,?,6%,O=C(NC1CCCCC1)Oc1cccc2ccccc12
-3%[57.1 µM],3%[57.1 µM],1,-1%,0%,-30%,0%,-9%,2%,COc1ccc(S(=O)(=O)N(CC(=O)NCc2ccco2)c2ccc(F)cc2)cc1
-2%,17%,-7,-1%,-2%,-23%,5%,-13%,-11%,NC(=NC(=O)c1ccccc1)N1CCN(C(c2ccccc2)c2ccccc2)CC1
2%[57.1 µM],17%[57.1 µM],3,-4%,-2%,-24%,3%,47%[activator],4%,O=C1CSCN1c1cc(Cl)ccc1Cl
3%,16%,3,·,·,-17%,-6%,39%[activator],1%,CCN(C(=O)Cn1c(=O)oc2cc(S(=O)(=O)N3CCCC3)ccc21)c1cccc(C)c1
1%,16%,0,-3%,2%,-7%,5%,5%,0%,Cc1ccc(NC(=O)NC2CCCN2S(=O)(=O)c2ccc(Cl)cc2)cc1 (centres undefined)
3%,0%[57.1 µM],-1,-2%,21%,-16%,0%,109%[activator],-1%,COC(C(=O)Nc1ccc(Br)cc1F)c1ccccc1 (centres undefined)
-4%,5%,-25,i,4%,-28%,5%,40%[activator],-4%,COc1ccc(NC(=O)CC(NCc2ccccn2)C(=O)O)cc1 (centres undefined)
5%,31%,-1,·,-4%,1%,1%,25%,17%,O=C(CC1C(=O)N(c2ccccc2)C(=S)N1c1ccccc1)c1ccccc1 (centres undefined)
51%,3.5µM*,0,-8%,3%,-21%,-30%,45µM*,-3%,Cc1ccc(S(=O)(=O)ON2C(=O)c3ccccc3C2=O)c(C)c1
7%[57.1 µM],2%[57.1 µM],1,-1%,1%,-22%,6%,28%,-4%,Cn1c(=O)c2c(nc(CN3CCOCC3)n2CCCO)n(C)c1=O
-7%,-21%,-4,6%,4%,4%,6%,67%[activator],6%,O=C1Nc2ccc(S(=O)(=O)N3CCCC3C(=O)O)c3cccc1c23 (centres undefined)
-11%,8%,5,-1%,-3%,-9%,17%,?,0%,c1ccc2c(c1)nc(Nc1ccc(N3CCCCC3)cc1)c1nncn12
-2%,15%,2,-7%,3%,-3%,4%,29%,-3%,O=C(NCc1ccc(Cl)cc1)c1ccccc1CCc1ccccc1
-6%,-5%,2,i,8%,?,0%,?,?,CNC(=S)N1N=C(c2ccc(Br)cc2)CC1c1ccc(N(C)C)cc1 (centres undefined)
-6%[57.1 µM],-2%[57.1 µM],1,i,15%,?,3%,29%[57 µM],1%,Cc1ccc(-n2nnnc2CNC(=O)c2ccccc2F)cc1C
-4%,0%,3,1%,1%,-20%,31%,-3%,3%,Cc1cccc(NCC(=O)N/N=C\c2ccc[nH]2)c1
-2%,13%,0,i,2%,-20%,-4%,22%,11%,COc1ccc(OCC(=O)NNC(=O)Nc2cccc(Cl)c2)cc1
-11%,?,-6,2%,-4%,2%,-13%,44%[activator],1%,Cc1n[nH]c(=O)c2c(NC(=O)COC(=O)c3cccc(OC(F)F)c3)oc(C)c12
-9%,-4%,-20,i,4%,-3%,-2%,54%[activator],-7%,Cc1cc(N2C(=O)C3CC=CCC3C2=O)cc(C)c1Br (centres undefined)
-3%,-26%,4,-1%,3%,-24%,14%,8%,1%,COc1ccc(Cl)cc1C(=O)NNC(=S)NC(=O)c1cc(-c2ccccc2)nc2ccccc12
1%[57.1 µM],11%[57.1 µM],1,1%,9%,?,6%,18%[57 µM],-8%,Cc1ccc2nc(COc3ccccc3NC(=O)c3ccc(F)cc3)cc(=O)n2c1

Complete entries, quoted from the list. Screens in order: TrxR1 substrate | TrxR1 inh | PI4K2A inh | Tb PGK inh | mIDH1 inhibitor | USP1 inh | GLS inh | HP1b chromo inh | Pin1 inh
C=CCNC(=O)COC(=O)CCC(=O)c1cccs1 in the list: 5% | 22% | -2 | i | 12% | -16% | 4% | 7% | -8%
Cc1cc(N2C(=O)C3CC=CCC3C2=O)cc(C)c1Br (centres undefined) in the list: -9% | -4% | -20 | i | 4% | -3% | -2% | 54%[activator] | -7%
Cc1ccc(-n2nnnc2CNC(=O)c2ccccc2F)cc1C in the list: -6%[57.1 µM] | -2%[57.1 µM] | 1 | i | 15% | ? | 3% | 29%[57 µM] | 1%

Next records.
TrxR1 substrate,TrxR1 inh,PI4K2A inh,Tb PGK inh,mIDH1 inhibitor,USP1 inh,GLS inh,HP1b chromo inh,Pin1 inh,SMILES
-1%,5%,-2,i,5%,-12%,-7%,33%,-2%,O=C(CCn1c(=O)oc2ccccc21)N1CCc2ccccc21
10%,10%,4,·,0%,-13%,19%,25%,-2%,COc1cc(S(=O)(=O)N2CCN3CCCC3C2)ccc1-n1cnnn1 (centres undefined)
-18%,?,-16,-7%,7%,?,-10%,8%,2%,COC(=O)CCCC1=CC2=CC(=O)C(C)(OC(=O)c3cccs3)C(=O)C2=CN1CC1CC1 (centres undefined)
1%,12%,5,3%,-5%,-18%,7%,15%,1%,Cc1cc2cc(CN3C(=O)c4ccccc4C3=O)ccc2[nH]1
-7%,-9%,-1,2%,-13%,-8%,-2%,39%[activator],-1%,O=C(Nc1ccccc1)c1ccc(-n2cnnn2)cc1
3%,-6%[57.1 µM],-2,0%,2%,-10%,-18%,?,-1%,Cc1sc(NC(=O)Nc2ccccc2)c(C(N)=O)c1C
52%[activator][57.1 µM],-47%,-2,-7%,-7%,-11%,-5%,76%[activator],?,CCOc1ccc(C2=CC(c3ccccc3)n3ncnc3N2)cc1 (centres undefined)
-2%[57.1 µM],48%[activator][57.1 µM],2,-1%,5%,-12%,-1%,29%,-8%,Cn1c(CN2CCN(C(=O)c3ccc(F)cc3)CC2)nc2cc([N+](=O)[O-])ccc21
0%[57.1 µM],17%[57.1 µM],1,-1%,-3%,17%,-16%,3%,-9%,O=C(Nc1ccccc1Br)N1CCC(CN2CCCC2)CC1
6%[57.1 µM],-4%[57.1 µM],-1,-6%,-3%,-5%,-26%,-7%,2%,COCC(=O)Nc1ccc(Nc2ccccc2)cc1
-3%,14%,-3,i,-6%,-6%,-1%,45%[activator],12%,COc1ccccc1OCC(=O)NNC(=O)C1CCN(c2ncnc3sc(C)c(C)c23)CC1
8%,7%,0,4%,-1%,4%,-7%,27%,-1%,CCCc1nnc(NC(=O)c2ccc(N3C(=O)C4C5C=CC(C5)C4C3=O)cc2)s1 (centres undefined)
0%,7%,2,i,-10%,-26%,-2%,29%,-3%,CN(C)C(C)(C)/C=C/C(O)(c1ccccc1)c1ccccc1
5%[57.1 µM],3%[57.1 µM],4,-7%,1%,0%,5%,3%,3%,CSc1nc2ccc(S(=O)(=O)N3CCCCC3)cc2s1
-9%,-17%,2,-2%,1%,1%,20%,-5%,5%,CC1=NN(c2ccccc2)C(=O)C1c1ccccc1 (centres undefined)
-7%,-6%,0,-4%,15%,-4%,-1%,-6%,10%,CCOc1cc(C(=S)N2CCOCC2)ccc1OC(=O)c1cccc(C)c1

Some values from above:
`Cn1c(CN2CCN(C(=O)c3ccc(F)cc3)CC2)nc2cc([N+](=O)[O-])ccc21` – USP1 inh: -12%
`COc1cc(S(=O)(=O)N2CCN3CCCC3C2)ccc1-n1cnnn1` (centres undefined) – Pin1 inh: -2%

Assay outcomes from PubChem.

The list is partial (hit frequency here may not be typical).
